# Tau fibril ThT: qHTS for Inhibitors of Tau Fibril Formation, Thioflavin T Binding; recombinant tau K18 P301L, heparin-induced fibrillization, ThT fluorescence; Potency, µM (highest dose often 57.4 µM), without a hit: at the highest dose activity, negative = inhibition, most hits filed as inhibitors; 2.1% of 270,000 active; AID 1460, 2008; note: % is set by controls: 0 for no effect and ±100 for the full control effect; nearly all actives have a fitted effect of over 55% in size
# Target sequence (P10636 561-689 P618L limits assumed): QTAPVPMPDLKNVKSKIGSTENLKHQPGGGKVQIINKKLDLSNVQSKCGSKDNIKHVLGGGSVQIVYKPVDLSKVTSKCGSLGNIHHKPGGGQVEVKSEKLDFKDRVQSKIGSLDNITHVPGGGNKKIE
#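 Aggregation was driven by heparin (20 uM final) acting on recombinant tau […] bearing P301L in 100 mM sodium acetate pH 7; fibrils were detected with Thioflavin T.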
# GLA spleen mod: qHTS Assay for Inhibitors and Activators of Human alpha-Galactosidase From Spleen Homogenate; Alpha-galactosidase A (Homo sapiens), P06280; human spleen homogenate, 4MU-alpha-Gal fluorescence, 40 min; Potency, µM (titrated, usually from 80 µM), without a hit: at the highest dose activity change, negative = inhibition, most hits filed as inhibitors; 0.008% of 240,000 active; AID 2107, 2009;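 note: 0% = enzyme with vehicle and -100% = no enzyme basal signal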
# Target sequence (P06280 32-429 limits assumed): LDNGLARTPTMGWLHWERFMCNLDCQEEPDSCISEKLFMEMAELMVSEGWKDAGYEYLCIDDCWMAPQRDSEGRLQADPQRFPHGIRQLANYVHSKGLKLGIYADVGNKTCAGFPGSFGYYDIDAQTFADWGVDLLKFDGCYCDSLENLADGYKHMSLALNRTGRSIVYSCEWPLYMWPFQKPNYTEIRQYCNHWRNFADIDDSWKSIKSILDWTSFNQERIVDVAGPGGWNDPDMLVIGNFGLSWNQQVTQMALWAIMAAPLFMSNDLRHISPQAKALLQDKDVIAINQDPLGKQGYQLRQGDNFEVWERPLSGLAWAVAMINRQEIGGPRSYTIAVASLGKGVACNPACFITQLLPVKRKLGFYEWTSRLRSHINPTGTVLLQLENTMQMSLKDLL
#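 Inhibition or activation of alpha-galactosidase in human spleen homogenate is scored by 4-MU fluorescence after 40 min at 37C, pH 5.0, with 1 mM substrate. AC50s come from concentration-response fitted to the Hill equation.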
# Tau fibril FP: qHTS for Inhibitors of Tau Fibril Formation, Fluorescence Polarization. Microtubule-associated protein tau (Homo sapiens), P10636. K18 P301L tau heparin fibrillization, Alexa594 FP, 6 h. Potency, µM (titrated, usually from 57.7 µM), for inactives: at the top dose activity, negative = inhibition, usual class: inhibitors. 0.39% of 280,000 active. AID 1468, 2008; note: % is set by controls: 0 for no effect and ±100 for the full control effect; nearly all actives have a fitted effect of over 55% in size
#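 Quantitative HTS format: compounds meet 15 uM recombinant K18 P301L tau and Alexa 594-tau tracer in 100 mM sodium acetate pH 7; 20 uM heparin triggers fibrillization at 37 C over 6 hr; FP gives the signal.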
# aGlu spleen mod: qHTS Assay for Inhibitors and Activators of Human alpha-Glucosidase From Spleen Homogenate; Lysosomal alpha-glucosidase (Homo sapiens), P10253; human spleen homogenate, 4-MU-alpha-glucoside fluorescence; Potency, µM (series often up to 79.9 µM), without a hit: top-dose activity change, negative = inhibition, usual class: inhibitors; 0.006% of 240,000 active;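 note: 0% = enzyme with vehicle and -100% = no enzyme basal signal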
#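 AC50 values come from Hill-equation fits of concentration-response data, normalized to no-enzyme and full-activity controls. Enzyme source: 1 ug human spleen homogenate; 1 mM fluorogenic 4-MU glucoside, pH 5.0 citrate buffer, 37 C, 40 min.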
# GAA glycogen mod: qHTS Assay for Inhibitors and Activators of Human alpha-Glucosidase Cleavage of Glycogen. Lysosomal alpha-glucosidase (Homo sapiens), P10253. recombinant GAA, glycogen substrate, Amplex Red glucose oxidase fluorescence. Potency, µM (titrated, usually from 76.4 µM), inactives show top-dose activity change, negative = inhibition, actives largely listed as inhibitors. 0.38% of 300,000 active. AID 2100, 2009;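 note: 0% = full enzyme reaction and -100% = no-enzyme basal signal; the screen sought inhibitors and activators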
#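 qHTS, 1536-well; enzyme 4 nM final; cpd up to 77 uM; substrate bovine liver glycogen 30 ug; 50 mM citrate/phosphate pH 5.0, 0.01% Tween-20; 37 C, 40 min; Amplex Red detection 45 min RT; Hill fit → AC50.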
# HTT cytoprotect: qHTS Multiplex Assay to Identify Dual Action Probes in a Cell Model of Huntington: Cytoprotection (ATP) | 0.14% of 230,000 active | AID 1471, 2008 | Potency, µM (titrated, usually from 56.4 µM), for the others: cytoprotection (ATP increase), usual class: activators | PC12 HTT-Q103 induced, cytoprotection, ATP luminescence, 40 h;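 note: % of control where 0% means no effect; nearly all actives have a fitted effect of over 45% in size; toxic huntingtin expression switched on by the ecdysone agonist tebufenozide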
#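 Cells were plated at 1500 per well in phenol red-free DMEM with 5% equine and 5% calf serum. Tebufenozide (100 nM final) and compounds were added, then ATPlite reagent, and luminescence was read.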
# GAA inh: qHTS Assay for Inhibitors of Human alpha-Glucosidase as a Potential Chaperone Treatment of Pompe Disease | purified human GAA, 4-MU-alpha-glucoside fluorescence | 0.005% of 200,000 active | Potency, µM (series often up to 76.9 µM), for inactives: at the highest dose activity change, negative = inhibition, actives largely listed as inhibitors | Lysosomal alpha-glucosidase (Homo sapiens), P10253 | AID 1466, 2008;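 note: plate controls were uninhibited enzyme wells for no effect and no-enzyme background for full effect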
#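 Enzyme (4 nM final) mixed with compound (up to 77 uM), then 4-MU-alpha-D-pyranoside (400 uM final) added; 20 min at room temperature, pH 5.0. Reaction stopped at pH 10, fluorescence read, AC50 derived by Hill fit.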
# Tau fluor counter: Counterscreen qHTS for Inhibitors of Tau Fibril Formation, Fluorescence Polarization; tau K18 P301L (four-repeat tau fragment) Alexa594 fluorescence, heparin fibrillization; Potency, µM (doses to about 57.7 µM), for inactives: at the top dose activity change, negative = decrease; 0.93% of 280,000 active; AID 1463, 2008; note: % is set by controls: 0 for no effect and ±100 for the full control effect; nearly all actives have a fitted effect of over 55% in size
#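 Human K18 P301L tau (15 uM unlabeled plus 0.24 uM Alexa 594-labeled, final) in 100 mM sodium acetate pH 7 was mixed with compound and 20 uM heparin and incubated 6 hr at 37 C.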
# Active calls of the source: *; ? = inconclusive; · = no result given; [ ] = another dose, or the depositor's remark. Calls come from the whole dose curve; as a rule, active = well fitted curve in the direction sought with a large enough effect; inconclusive = small, poorly fitted or top-dose-only effect, or another doubt; inactive = no such curve, though single readings can be large; an effect the other way counts as inactive or inconclusive. Potency is the fitted concentration of half-maximal effect.
SMILES,Tau fibril ThT,GLA spleen mod,Tau fibril FP,aGlu spleen mod,GAA glycogen mod,HTT cytoprotect,GAA inh,Tau fluor counter
O=C1CCC(=O)N1OCCCOc1ccccc1,-13%,-3%,-5%,1%,-2%,-5%,4%,-9%
N#Cc1c(-c2ccccc2)[nH]c(=O)[nH]c1=O,6%,0%,7%,6%,0%,-6%,5%,2%
Cc1ccccc1CSc1nnc2ccc(-c3ccncc3)nn12,-7%,6%,0%,-12%,6%,?,-4%,-5%
O=C(CSc1nnc2n1CCCN2)c1ccc([N+](=O)[O-])cc1,?,6%,0%,-5%,?,11%[10 µM],·,-9%
COc1ccc(C=O)cc1OC(=O)C1(C)Cc2ccccc2C(=O)O1 (stereo not drawn),-11%,2%,-2%,2%,-15%,·,3%,-4%
COC(=O)C(C)n1cnc2c(nnn2Cc2ccc(Cl)cc2)c1=O (stereo not drawn),-1%,16%,-2%,9%,6%,?,-8%,2%
Cn1cc(Cl)c(-c2n[nH]c(=S)n2-c2ccc(F)cc2)n1,-1%,-3%,3%,-23%,0%,14%[10 µM],1%,1%
CCOC(=O)NC(=O)/C(C#N)=N/Nc1c(F)cccc1F,-17%,-1%,5%,-3%,-7%,17%,-5%,-10%
OCCN1CCN(c2cc(C(F)(F)F)nc3c(F)cccc23)CC1,·,15%,5%,7%,-1%,9%[10 µM],·,-2%
COCC(C)n1c(SCC(=O)NC(=O)Nc2ccc3c(c2)OCCO3)nc2ccccc2c1=O (stereo not drawn),-15%,3%,-2%,-2%,-5%,14%[10 µM],-12%,?
CN(C)c1ccc(C(=O)NNC(=O)c2ccc(Cl)cc2)cc1,-24%,-1%,9%,1%,-11%,10%[10 µM],1%,-9%
COc1ccc(CCNC(=O)c2cc(-c3cc(C)cc(C)c3O)n[nH]2)cc1OC,?,5%,-12%,-1%,?,-10%[10 µM],·,?
Cc1cc(C(=O)Cn2nnc3ccccc3c2=O)c(C)n1Cc1cccs1,-4%,7%,1%,6%,-16%,-105%[inhibitor],2%,-19%
CCNC(=O)COC(=O)/C=C/c1cccc(F)c1,4%,-14%,5%,-13%,-1%,10%[10 µM],1%,4%
COc1cccc(NC(=O)Nc2ccc3nsnc3c2)c1,-23%,0%,?,-11%,-2%,-33%[10 µM],-3%,?
Fc1cccc(Cl)c1Cn1nnc2c(NCc3ccncc3)ncnc21,-5%,-3%,?,7%,-12%,9%[10 µM],-3%,-12%
O=C(CSc1nc2ccc([N+](=O)[O-])cc2s1)NC1CCS(=O)(=O)C1 (stereo not drawn),?,0%,-9%,-8%,-1%,-14%[10 µM],2%,-11%
O=C(COC(=O)CCC(=O)c1ccc(F)cc1)NCc1ccco1,2%,7%,-4%,-1%,5%,-20%,4%,3%
COc1cc(Cl)ccc1NC(=O)COc1ccccc1C(=O)N1CCN(c2ccc(O)cc2)CC1,?,-2%,9%,0%,18µM*,-7%,1%,-28%
Cc1occc1C(=O)NCc1ccc(C(=O)O)o1,7%,-7%,-7%,1%,-4%,4%,-4%,-2%
CCOC(=O)c1sc(=S)n(-c2ccccc2)c1N(C(C)=O)C(C)=O,?,-16%,-12%,-4%,10%,-24%,?,-6%
O=c1oc2cc(OCc3ccc(C(F)(F)F)cc3)ccc2cc1-c1ccccn1,-15%,0%,1%,4%,-1%,-1%,8%,-4%
O=[N+]([O-])c1cc(/C=N\O)ccc1Oc1ccc(F)cc1,-5%,11%,-4%,3%,-10%,-26%,0%,-16%
COCCn1c(SCC(=O)NC2CCCC2)nc2cccnc21,0%,2%,?,5%,8%,-40%,-1%,-9%
Oc1ccc(CCC2CCCCN2Cc2nc(C3CC3)no2)cc1 (stereo not drawn),-3%,3%,5%,-5%,9%,3%[10 µM],5%,-11%
O=C(CN1CCN(C2CCCCC2)CC1)NCCC1=CCCCC1,-4%,1%,1%,-11%,4%,-37%,-2%,4%
COc1ccc(Cc2nnn(CC(=O)O)n2)cc1,-2%,1%,4%,1%,-11%,17%[10 µM],4%,5%
CC1=NN(C(=O)c2ccc(Cn3cc([N+](=O)[O-])cn3)cc2)C(O)(C(F)(F)F)C1 (stereo not drawn),0%,10%,4%,1%,-2%,·,-2%,-6%
O=[N+]([O-])c1ccccc1SNc1ccccn1,?,-4%,-10%,0%,-7%,·,?,-7%
CCCC(=O)Nc1nc(-c2ccc(OC)cc2)cs1,-16%,-2%,2%,-6%,-3%,-3%,-1%,-10%
CCOC(=O)c1[nH]c2ccccc2c1NC(=O)c1ccco1,-8%,-3%,7%,-6%,-2%,2%,-3%,-8%
CC(=O)c1cnc(-c2ccccc2Cl)s1,-1%,-5%,-4%,9%,-9%,9%,5%,0%
O=C(NCCOc1ccccc1)C1CCCCC1,-3%,6%,0%,-5%,-11%,·,4%,1%
COc1cc(-c2nnc(-c3cccnc3)o2)cc(OC)c1OC,-5%,4%,0%,1%,0%,-16%,-1%,-5%
COc1ccc(-c2csc3nc(C(C)(C)C)oc(=O)c23)cc1OC,-5%,7%,-3%,-17%,-16%,4%[10 µM],1%,-4%
CN(C(=O)c1cccc(C#N)c1)c1nnc(-c2ccncc2)s1,-4%,27%,-2%,0%,1%,-24%,0%,-1%
Cc1ccc(NC(=O)COC(=O)/C=C/c2c(C)nn(-c3ccc(F)cc3)c2Cl)cc1F,-11%,-9%,-12%,4%,13%,32%[10 µM],-10%,?
O=C(/C=C/c1ccc2ccccc2c1)c1ccoc1,-23%,-2%,-6%,-5%,12%,0%,-5%,-3%
O=C(c1ccccc1)N1CCN(C(=O)c2ccccc2)CC1,-7%,4%,-8%,-4%,-5%,-15%[10 µM],-14%[15.4 µM],-8%
CCOc1ccccc1NC(=O)c1nc[nH]c1C(=O)Nc1ccccc1OCC,-5%,4%,-18%,1%,2%,-22%,-15%,-19%
Cc1ccc2c(C(=O)CN3CCOCC3)c(C)[nH]c2c1,-11%,2%,6%,7%,2%,19%[10 µM],0%,-16%
CCCn1c(C)cc(=O)c2cc(NC(=O)c3cnccn3)ccc21,-20%,-2%,-4%,-14%,8%,20%[10 µM],?,-13%
CCCN(Cc1ccccc1)C(=S)NC(=O)c1ccccc1[N+](=O)[O-],-2%,4%,11%,7%,-22%,-14%,11%,-5%
O=C(Nc1ncnc2sc3c(c12)CCCC3)c1ccncc1,-1%,-2%,-5%,1%,7%,-10%[10 µM],3%,-1%
CC(=C/c1ccccc1)/C=N/NC(=O)c1ccc2nc[nH]c2c1,-1%,-9%,-5%,7%,0%,-9%[10 µM],10%,2%
O=c1cc(COc2ccccc2[N+](=O)[O-])nc2sccn12,?,-9%,-7%,-5%,0%,2%[10 µM],-1%,-25%
Fc1ccc(-c2nnc(SCc3cccnc3)o2)cc1,-5%,5%,-2%,8%,-10%,-10%[10 µM],4%,-7%
CC(C)c1ccc(NC(=S)NNc2ccc(Cl)c(C(=O)O)c2)cc1,·,-4%,?,-4%,-60%,17%[10 µM],·,-30%
C=C(C)CNC(=O)CCc1nnc(Cc2cccc(C(F)(F)F)c2)o1,2%,-11%,-3%,3%,7%,10%[10 µM],-5%,0%
O=C(c1ccc2c(c1)OCO2)C1CCCN(Cc2cc(F)ccc2-n2cccn2)C1 (stereo not drawn),-2%,3%,-1%,2%,2%,10%[10 µM],-2%,-9%
Cc1cc(C)n2c3c(c(C#N)c2n1)CC(C)(C)OC3,-6%,7%,8%,1%,-14%,-16%,3%,-2%
Cc1cc(=O)oc2c1c(C)nn2-c1ccc(C(=O)OC(C)C)cc1,-14%,12%,-4%,12%,-22%,-12%[10 µM],4%,-3%
CCOC(=O)c1ccc(N2NC(=O)/C(=C/c3ccc(OC(=O)c4ccco4)c(OC)c3)C2=O)cc1,22µM*,2%,9%,-6%,-3%,·,3%,?
Cc1csc(NC(=O)c2cccc(S(=O)(=O)N3CCCCC3)c2)n1,2%,5%,5%,0%,2%,0%[10 µM],-5%,-14%

# Results in GAA inh, HTT cytoprotect and Tau fibril ThT, for some of the entries so far:
Molecule	GAA inh	HTT cytoprotect	Tau fibril ThT
Cc1cc(C(=O)Cn2nnc3ccccc3c2=O)c(C)n1Cc1cccs1	2%	-105%[inhibitor]	-4%
CC(=O)c1cnc(-c2ccccc2Cl)s1	5%	9%	-1%
COc1ccc(Cc2nnn(CC(=O)O)n2)cc1	4%	17%[10 µM]	-2%

# Laid out differently: three of the compounds above.
> CC(C)c1ccc(NC(=S)NNc2ccc(Cl)c(C(=O)O)c2)cc1
  Tau fibril ThT = ·
  GLA spleen mod = -4%
  Tau fibril FP = ?
  aGlu spleen mod = -4%
  GAA glycogen mod = -60%
  HTT cytoprotect = 17%[10 µM]
  GAA inh = ·
  Tau fluor counter = -30%
> C=C(C)CNC(=O)CCc1nnc(Cc2cccc(C(F)(F)F)c2)o1
  Tau fibril ThT = 2%
  GLA spleen mod = -11%
  Tau fibril FP = -3%
  aGlu spleen mod = 3%
  GAA glycogen mod = 7%
  HTT cytoprotect = 10%[10 µM]
  GAA inh = -5%
  Tau fluor counter = 0%
> O=C(c1ccc2c(c1)OCO2)C1CCCN(Cc2cc(F)ccc2-n2cccn2)C1 (stereo not drawn)
  Tau fibril ThT = -2%
  GLA spleen mod = 3%
  Tau fibril FP = -1%
  aGlu spleen mod = 2%
  GAA glycogen mod = 2%
  HTT cytoprotect = 10%[10 µM]
  GAA inh = -2%
  Tau fluor counter = -9%

# Screens (PubChem)
